TDP1 cell CPT: growth inhibition of DT40 Tdp1-/-;hTDP1 cells with camptothecin (screen for TDP1 inhibitors); 12% of 420,000 active; Potency, µM (highest dose often 46.2 µM), for inactives: top-dose activity change, negative = growth inhibition, most hits filed as inhibitors; chicken DT40 Tdp1-/-;hTDP1 cells + 20 nM CPT, ATP luminescence, 48 h; AID 686979; note: nearly all actives have a fitted effect of over 55% in size
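Chicken DT40 Tdp1-/- cells complemented with human TDP1, 400 cells/well, exposed to compounds plus 20 nM camptothecin for at least 48 h at 37 C; viability read as ATP content by CellTiter-Glo luminescence.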
KAT2A inh: blocks human GCN5L2 histone acetyltransferase; 0.21% of 390,000 active; Q92830; GCN5L2 HAT assay, ThioGlo1 CoA-SH fluorescence; Potency, µM (series often up to 58.9 µM), for inactives: top-dose activity change, negative = inhibition, hits mostly inhibitors
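Fluorescence readout, Ex340nm/Em540nm: ThioGlo1 (50uM final) reacts with free CoA thiol released as 20nM GCN5L2 acetylates H3(1-25) peptide (75uM) using acetyl-CoA (70uM). Compound and enzyme sat 15 min beforehand; 20 min room-temperature reaction.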
DT40 TDP1 no CPT: qHTS for Inhibitors of human tyrosyl-DNA phosphodiesterase 1 (TDP1): qHTS in cells in absence of CPT | DT40 Tdp1-/- hTDP1 cells, no CPT, ATP luminescence, 48 h | 15% of 420,000 active | AID 686978, 2013 | Potency, µM (series often up to 46.2 µM), for the others: at the highest dose activity change, negative = growth inhibition, usual class: inhibitors; note: nearly all actives have a fitted effect of over 55% in size
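DT40 Tdp1-/-;hTDP1 cells, no CPT (DMSO vehicle only), 400 cells/well; compounds pin-transferred; ≥48 hr, 37 °C; CellTiter-Glo 30 min RT dark, luminescence read.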
Numbers without * were called inactive; ? = inconclusive; . = not tested or not shown; & = joins results of further samples; ! = not active in a repeat; [ ] = another dose, or the depositor's remark. Calls come from the whole dose curve; as a rule, active = well fitted curve in the direction sought with a large enough effect; inconclusive = small, poorly fitted or top-dose-only effect, or another doubt; inactive = no such curve, though single readings can be large; an effect the other way counts as inactive or inconclusive. % is set by controls: 0 for no effect and ±100 for the full control effect; potency is the fitted concentration of half-maximal effect. A portion of the library, so the mix of outcomes need not match the whole.

SMILES	TDP1 cell CPT	KAT2A inh	DT40 TDP1 no CPT
COC(=O)C1=C(c2ccc(OCc3ccccc3)cc2)C[C@@H]2CC[C@H]1N2C(=O)NCc1ccc(OC)cc1	7.31µM*	.	6.51µM*
CN1CCC2(CC1)CC(NC=O)c1ccccc1O2 (stereo not given)	10.8%	3.7%	0.3%
CC[N+]1(CCOC(=O)C(O)(c2ccccc2)c2ccccc2)CCCCC1	3.4%	0.7%	-6.5%
CCN(CC)CCC(=O)O[C@H]1CC[C@]2(C)C3CC[C@@]4(C)C(CC[C@]4(C)O)C3CC[C@H]2C1 (stereo not given in full)	?	0.6%	?
COc1cccc(NC(=O)C2CCN(c3nnc(C)c4c(C)n(-c5ccccc5)nc34)CC2)c1	?	-1.4%	23.1µM*
CCOP(=O)(Cc1ccccc1)OCC	-21.0%	-2.1%	1.2%
COc1cc2[nH]c(=S)n(-c3ccccc3)c(=O)c2cc1OC	0.7%	-7.8%	7.8%
CSc1ccccc1C(=O)C1CCCN(Cc2ccncc2)C1 (stereo not given)	-21.2%	-5.2%	-14.2%
Cn1c(CN2CCN(C(=O)COc3ccccc3)CC2)nc2cc([N+](=O)[O-])ccc21	?	-2.7%	?
CCc1cc2c(N3CCN(C)CC3)ncnc2s1	-0.3%	-3.4%	-27.8%
Cc1ccc(-n2sc3ccccc3c2=O)cc1	2.91µM*	7.08µM*	3.26µM*
c1ccc(NC2=NCCS2)cc1	2.5%	-0.8%	-1.3%
CCC1(C2=NCCN2)Cc2ccccc2O1 (stereo not given)	4.73µM*!	3.3%&-7.5%&-1.7%	4.73µM*!
COc1cccc(CCNCc2c(F)cccc2F)c1	13.7%	-4.1%	1.1%
COc1cc(CN2C(=O)NC(=O)C3(Cc4cc(C)ccc4N(C)C3)C2=O)cc(OC)c1 (stereo not given)	?	-6.8%	0.0103µM*
COc1ccc(-n2c(O)c(/C=C3\C=Nc4ccc(Br)cc43)c(=O)[nH]c2=O)cc1	?	-4.5%	?
NCC(CS(=O)(=O)O)c1ccc(Cl)cc1 (stereo not given)	3.0%	-3.5%	-21.1%
CC[N+](CC)(CCCNC1=CC(=O)C(NCCC[N+](CC)(CC)Cc2ccccc2)=CC1=O)Cc1ccccc1	-0.9%&-9.9%	-6.3%&-11.9%	-0.9%&-14.7%
CC(=O)[C@@]1(O)CC[C@H]2[C@@H]3CC=C4C[C@@H](O)CC[C@]4(C)[C@H]3CC[C@@]21C	-2.3%	-3.7%	-5.5%
CNc1cc(N2CCN(C)CC2)ccc1[N+](=O)[O-]	-1.9%	-0.8%	-1.7%
O=c1c2ccccc2nc(/C=C/c2ccc([N+](=O)[O-])o2)n1-c1ccc(O)cc1	2.31µM*	-9.8%	2.31µM*
C=CCC1(CC)C(=O)NC(=S)NC1=O	-2.4%	.	0.6%
COc1ccc(CC(=O)C2C(=O)N(C)c3ccccc32)cc1OC (stereo not given)	-11.4%	.	?
CCOc1ccc(NC(=S)NC2CC3CCC(C2)N3Cc2ccco2)cc1 (stereo not given)	?	-7.8%	?
O=c1[nH]c(O)c(C=Nc2ccc(Cl)c(C(F)(F)F)c2)c(=O)[nH]1	-10.7%	-2.7%	-13.9%
COc1ccc(OC)c(N2C(=O)NC(=O)/C(=C/c3ccc([N+](=O)[O-])s3)C2=O)c1	16.4µM*	-29.6%	16.4µM*
Cn1ccc2c(-c3ccc(F)nc3)cc3c(c21)C1CCC3C1 (stereo not given)	?	.	?
c1cncc(CNC2=NCCC2)c1	3.6%	1.5%	-15.0%
COC(=O)C1=C(c2ccc(F)cc2F)C[C@@H]2CC[C@H]1N2C(=O)NC1CCCCC1	?	2.9%	?
C[C@@H]1CN([C@H](C)CO)C(=O)CCCn2nncc2CO[C@@H]1CN(C)C(=O)Oc1ccc2ccccc2c1	8.3%	.	8.2µM*
CCCCCCCCCCCCCCCCCC[N+](C)(C)CCC[Si](OC)(OC)OC	23.7µM*	-10.5%	11.9µM*
Cc1cc(=O)oc2c(C)c(OCC(=O)N3CCC(C(=O)O)(c4ccccc4)CC3)ccc12	-11.6%	-0.1%	-14.0%
COc1ccccc1CCNC1C2CC3CC(C2)CC1C3 (stereo not given)	-12.3%	-0.7%	?
CN(C)C1C(=O)C(C(N)=O)=C(O)C2(O)C(=O)C3=C(O)c4c(O)cccc4C(C)(O)C3CC12 (stereo not given)	-27.0%	-21.3%	-18.6%
CCn1nc(-c2cccs2)nc2c(=O)n(C)c(=O)nc1-2	0.581µM*	-16.2%	1.16µM*
CC(NC(=O)Oc1ccccc1)C(c1cccs1)N1CCOCC1 (stereo not given)	-25.4%	-1.4%	-16.9%
CC[n+]1c(SC)ccc2cc(OC)ccc21	?	0.2%	16.4µM*
CC1(Cc2ccc(C(F)(F)F)nc2)C(=O)Nc2cc(-c3ccccc3Cl)ccc21 (stereo not given)	16.4µM*	.	?
Fc1ccc(N2CCN(c3ncnc4c3nc3n4CCCCC3)CC2)cc1	-18.7%	-15.6%	18.4µM*
C[C@@H]1CCCCO[C@@H](CN(C)S(=O)(=O)c2ccc(F)cc2)[C@@H](C)CN([C@H](C)CO)C(=O)c2cc(N(C)C)ccc2O1	?	.	20.6µM*
C[C@]12CCC3C(CC[C@H]4C[C@@H](O)CC[C@]34C)C1C[C@@H](N)[C@@H]2O (stereo not given in full)	-8.1%	2.0%	-17.9%
Cc1nc2c(c(=O)[nH]1)C(c1ccccc1Cl)c1c(c3ccccc3oc1=O)O2 (stereo not given)	-3.6%	-1.2%	?
NP(N)(=O)NC(=O)c1ccc(F)cc1	?	-10.0%	?
CC(=O)N1N=C2C3CCN(CC3)C2C1c1ccccc1 (stereo not given)	-0.2%	-1.2%	-2.4%
FC(F)(F)Oc1ccc(C2NCc3ccccc3-n3cccc32)cc1 (stereo not given)	-25.9%	1.1%	?
COc1ccc(OCC#CCN2CCNCC2)cc1	-5.6%	-4.5%	3.7%
COc1ccc(CCn2c(O)c(/C=N/NC(=O)c3ccncc3)c(=O)[nH]c2=O)cc1OC	0.6%	-6.9%	3.3%
CCc1ccc(-c2nc(CN3CCCC(C(=O)NCc4ccc(C)cc4)C3)c(C)o2)cc1 (stereo not given)	8.2µM*	1.6%	5.8µM*
CN1C(=O)N(C)C(=O)C(CCc2ccncc2)(Cc2ccc3c(c2)OCO3)C1=O	?	0.8%	16.4µM*
CCOC(=O)c1[nH]ncc1CN1CCCC(C(=O)c2cccc(Cl)c2)C1 (stereo not given)	-13.1%	1.8%	0.3%
O=C(COc1ccc2ccc(=O)oc2c1)N1CCC(C(=O)O)(c2ccccc2)CC1	-10.3%	25.1µM*	1.8%
COC(=O)C1=C(c2ccc(Cl)c(C(F)(F)F)c2)C[C@@H]2CC[C@H]1N2C(=O)NCCOc1ccccc1	?	-8.0%	16.4µM*
Cc1cccc(C)c1-n1nnnc1C(c1cccc2ccccc12)N1CCC2(CC1)C(=O)NCN2c1ccccc1 (stereo not given)	18.4µM*	.	11.6µM*
O=C(O)CNC1c2ccccc2CSc2ccccc21 (stereo not given)	0.5%	.	4.3%
Clc1ccc(C2CC3CCC2N3)cn1 (stereo not given)	-9.7%	27.8%&-17.4%&3.0%	-1.6%
CC(C)c1ccc(-n2c(O)c(/C=N/NC(=O)c3ccncc3)c(=O)[nH]c2=O)cc1	4.1%	37.9%[activator]	?
COC12c3ccccc3-c3ccccc3C1C(C(=O)O)C2C(=O)O (stereo not given)	-4.3%	.	12.0%
COc1ccc(N2CCN(CCCN)CC2)cc1	-7.0%	.	?
CC(=O)O[C@@]12CO[C@@H]1C[C@@H](O)[C@@]1(C)C(=O)[C@H](O)C3=C(C)[C@@H](OC(=O)[C@H](O)[C@@H](NC(=O)c4ccccc4)c4ccccc4)C[C@@](O)([C@@H](OC(=O)c4ccccc4)C12)C3(C)C (stereo not given in full)	0.0461µM*	?	0.0651µM*
COc1ccc(-n2nnnc2C(c2cccc3ccccc23)N2CCC3(CC2)C(=O)NCN3c2ccccc2)cc1 (stereo not given)	-92.6%	.	9.2µM*

Next section
SMILES	TDP1 cell CPT	KAT2A inh	DT40 TDP1 no CPT
Cc1cc(OCc2cc(C(=O)O)oc2C)c2c3c(c(=O)oc2c1)CCCC3	-16.0%	-4.3%	-14.6%
O=C1C(=O)c2ccccc2-c2ccccc21	0.517µM*	0.1%	0.581µM*
Cc1cccc(-n2nc(C)c(C(=O)N3CCN(c4ccccc4)CC3)c2-n2cccc2)c1	16.4µM*	1.8%	20.6µM*
C=CCn1c(O)c(C(=O)CCCCCC)c(=O)[nH]c1=O	11.6µM*	-2.1%	8.2µM*
O=C1CC(N2CCC(n3c(=O)[nH]c4ccccc43)CC2)C(=O)N1c1ccc(F)cc1 (stereo not given)	-13.0%	-18.7%	-29.2%
CN1C(=O)CC(=O)N(c2ccccc2)c2cc(Cl)ccc21	-18.1%	-0.3%	-11.8%
CC1C(=O)OC2C(O)C34C5OC(=O)[C@@]3(OC3OC(=O)[C@H](O)[C@]34C(C(C)(C)C)C5O)[C@]12O (stereo not given in full)	16.3%	29.7%	5.3%
CN(CC(=O)Nc1cccc(F)c1)CC(=O)Nc1cccc(S(=O)(=O)N(C)c2ccccc2)c1	23.1µM*	.	23.1µM*
C=CCc1c(C)[nH]c(=S)c(C#N)c1C	?	-25.4%	?
O=C(O)Cn1cc(/C=C2\C(=O)NC(=O)N(c3ccc(Br)cc3)C2=O)c2ccccc21	-7.2%	-0.6%	-18.6%
CCOc1ccc(-c2nc3cc(NC(=O)COc4cccc(C)c4)ccc3o2)cc1	3.66µM*	-9.7%	16.4µM*
CCC(c1nnnn1Cc1ccccc1)N1CCC(n2c(=O)[nH]c3ccccc32)CC1 (stereo not given)	5.8µM*	.	4.61µM*
Cc1ccc(C)c(NP(=O)(Oc2ccccc2)Oc2ccccc2)c1	?	-24.7%	16.4µM*
O=C(Nc1cccc(Cl)c1)OCC#CCN1CCCC1	?	.	?
CN1C(=O)CN=C(c2ccc(Cl)cc2)c2cc(Cl)ccc21	12.3%	-2.1%	?
O=C(N/N=C/c1c(O)n(CCC2=CCCCC2)c(=S)[nH]c1=O)c1ccccc1	?	-19.7%	?
O=C(Cn1c(=O)n(CC2CS2)c2ccccc21)N1CCCCCC1 (stereo not given)	2.3%	-7.3%	14.4%
COc1cc2c(cc1O)[C@@H]1Cc3ccc(OC)c(O)c3CN1CC2	4.61µM*	2.3%	4.11µM*
CCN1CCc2ccccc2C1	-11.8%	0.5%	-4.0%
O=C1C=C2C(=CCOC2O)O1 (stereo not given)	0.103µM*	7.8%	0.146µM*
CCCCCc1nc2ccccc2c(=O)n1-c1ccc(C)cc1	-24.9%	-1.5%	?
CCC1(c2ccc(N)cc2)CCC(=O)NC1=O (stereo not given)	-12.0%&16.5%&7.4%	0.8%	-8.5%&-7.7%&-18.5%
CCN(CC)C(=O)c1ccc(N(Cc2ccccc2)S(C)(=O)=O)cc1	-1.8%	-5.0%	2.0%
C=CCN1C(=O)NC(=O)/C(=C\c2ccc(-c3ccccc3[N+](=O)[O-])o2)C1=O	?	-10.6%	18.4µM*
Cc1nc2ccccc2c(=O)n1-c1cc(F)ccc1F	-1.7%	-11.1%	-2.6%
COC(=O)C1=C(c2cccc(OC)c2OC)C[C@@H]2CC[C@H]1N2C(=O)NCCO	5.0%	.	1.6%
C[C@H]1O[C@@H](O[C@H]2[C@@H](O)C[C@H](O[C@H]3[C@@H](O)C[C@H](O[C@H]4CC[C@]5(C)C6CC[C@]7(C)[C@@H](C8=CC(=O)OC8)CC[C@]7(O)C6CC[C@@H]5C4)O[C@@H]3C)O[C@@H]2C)C[C@H](O)[C@@H]1O (stereo not given in full)	0.335µM*	1.8%	0.376µM*
O=C1C=C(NS(=O)(=O)c2ccccc2)C(=O)c2ccccc21	?	.	?

In the list so far, four contain a furan ring, fused or not:
SMILES	TDP1 cell CPT	KAT2A inh	DT40 TDP1 no CPT
O=c1c2ccccc2nc(/C=C/c2ccc([N+](=O)[O-])o2)n1-c1ccc(O)cc1	2.31µM*	-9.8%	2.31µM*
CCOc1ccc(NC(=S)NC2CC3CCC(C2)N3Cc2ccco2)cc1 (stereo not given)	?	-7.8%	?
Cc1cc(OCc2cc(C(=O)O)oc2C)c2c3c(c(=O)oc2c1)CCCC3	-16.0%	-4.3%	-14.6%
C=CCN1C(=O)NC(=O)/C(=C\c2ccc(-c3ccccc3[N+](=O)[O-])o2)C1=O	?	-10.6%	18.4µM*

Full records from above. Screens in order: TDP1 cell CPT, KAT2A inh, DT40 TDP1 no CPT
C=CCN1C(=O)NC(=O)/C(=C\c2ccc(-c3ccccc3[N+](=O)[O-])o2)C1=O in the list: ?, -10.6%, 18.4µM*
CCCCCc1nc2ccccc2c(=O)n1-c1ccc(C)cc1 in the list: -24.9%, -1.5%, ?

High-throughput results as filed in PubChem.
